p53ts 39C tox – qHTS Screen for Compounds that Selectively Target Cancer Cells with p53 Mutations: Cytotoxicity of p53ts Cells at the Nonpermissive Temperature; H1299-p53A138V viability at 39C, ATP luminescence, 24 h; Potency, µM (top dose mostly 46.1 µM), without a hit: at the top dose activity change, negative = cell killing, most hits filed as cytotoxic; 130,000 tested, 1.5% active; AID 902, 2007; note: nearly all actives have a fitted effect of over 55% in size
Peg3 imprint – qHTS Assay for Compounds that Induce Erasure of Genomic Imprints | 110,000 tested, 0.02% active | Potency, µM (doses to about 60.7 µM), without a hit: at the highest dose activity change, positive = activation, actives largely listed as activators | mouse ES Peg3-LacZ reporter, beta-gal luminescence, 40 h;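 note: 0% = negative control wells on the plate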
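Each well holds 300 Peg3LacZ-Neo (maternal) female ES cells incubated 40 h at 37C, 5% CO2. LacZ is measured by BetaGlo luminescence, with AC50 and maximum efficacy derived from dose-response curves.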
p53ts 32C tox – qHTS Screen for Compounds that Selectively Target Cancer Cells with p53 Mutations: Cytotoxicity of p53ts Cells at the Permissive Temperature | H1299-p53A138V at 32C, ATP luminescence viability, 24 h | Potency, µM (top dose mostly 46.1 µM), for inactives: top-dose activity change, negative = cytotoxicity, actives largely listed as cytotoxic | 130,000 tested, 0.93% active | AID 924, 2007;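 note: 0% = DMSO and -100% = full killing by reference compound; nearly all actives have a fitted effect of over 55% in size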
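ATP-content luminescence (ATPlite) read-out after 24 h compound exposure at 32C in H1299-p53A138V cells (600/well). Tested up to 46 uM. Normalized to DMSO (0%) and 100 uM tamoxifen (100% killing); Hill-fit AC50.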
IkB signaling – IkB Signaling | Potency, µM (top dose mostly 57.1 µM), for inactives: at the top dose IkBa stabilization activation | AID 445, 2006 | ABC-DLBCL IkBa-CBG/CBR dual luciferase ratio, 4 h; response scale: scaled: untreated 0%, proteasome inhibitor 100% | 110,000 tested, 0.04% active; active = well fitted curve in the direction sought with a large enough effect in the signal ratio, not every such curve was filed as active; inconclusive = small, poorly fitted or top-dose-only effect, or a change in a side signal; the % refers to the signal ratio;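 note: the direction sought is a rising ratio; 0% = basal untreated cells and 100% = reference inhibitor full response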
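Luminescence ratio of IκBα-fused green versus native red beetle luciferase in OCI-Ly3 cells, 4 h post-doxycycline with compound; red signal alone, scaled from basal (0%) to zero light (-100%), flagged nonspecific or cytotoxic effects.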
* hit, by the source's call; ? = inconclusive; nt = not tested or not shown; [ ] = another dose, or the depositor's remark. Unless noted, calls come from the whole dose curve; as a rule, active = well fitted curve in the direction sought with a large enough effect; inconclusive = small, poorly fitted or top-dose-only effect, or another doubt; inactive = no such curve, though single readings can be large; an effect the other way counts as inactive or inconclusive. Unless noted, % is set by controls: 0 for no effect and ±100 for the full control effect; potency is the fitted concentration of half-maximal effect. Rows were taken by chance; 1.7% or so of the library scored in one or more.

SMILES	p53ts 39C tox	Peg3 imprint	p53ts 32C tox	IkB signaling
COCCn1c(C)cc(C(=O)COC(=O)c2n[nH]c3ccccc23)c1C	2µM*	-87%[inhibitor]	1µM*	?
Cc1ccc2nc(SCC(=O)Nc3cc(C(C)(C)C)nn3-c3ccccc3)[nH]c2c1	?	nt	-19%	nt
O=C(O)c1ccn(Cn2cnc3ccccc32)n1	-1%	-9%	-1%	1.3%
O=C(N1CCCC1)N1CCN(c2ncnc3c(-c4ccc(Cl)cc4)nsc23)CC1	-11%	4%	-6%	0.1%
COc1ccc(C2=NO[C@@H]3C(=O)N(c4cccc(C)c4C)C(=O)[C@H]23)cc1OC	7%	-3%	1%	-0.4%
Cc1cc(/C=C(\C#N)C(=O)NCc2cccs2)c(C)n1-c1ccc([N+](=O)[O-])cc1	-5%	nt	-10%	nt
O=C1CC(c2ccco2)CC2=C1C=Nc1ccccc1N2 (stereo not drawn)	4%	-11%	8%	-4.6%
CC(C)Oc1ccc(CNC(=O)C(C)n2ccc3cc(S(=O)(=O)N4CCCCCC4)ccc32)cc1 (stereo not drawn)	-17%	4%[10.9 µM]	1%	?
O=C(CCS(=O)(=O)c1ccc(Cl)cc1)OCC(=O)N1CCCCC1	-3%	-6%	2%	0.7%
COc1cccc(-c2nn(C)c3sc(C(=O)N4CCN(c5ccccc5)CC4)cc23)c1	-10%	-29%	6%	?
NC(=O)CSc1nc2cc3c(cc2c(=O)n1CCCCCC(=O)NCc1ccc2c(c1)OCO2)OCO3	-28%	?	8%	?
O=C(C1CC1)N1CCc2cc(Br)cc(S(=O)(=O)N3CCN(c4cccc(Cl)c4)CC3)c21	13%	-4%[10.9 µM]	-1%	1.1%
O=C(c1ccccc1)N1CCCC(C(=O)N2CCCCCC2)C1 (stereo not drawn)	12%	1%	5%	1.9%
Cc1ccc(SCc2[nH]nc3c2C2(CCSCC2)C(C#N)=C(N)O3)cc1	3%	6%	0%	?
Clc1ccc2[nH]c3c(NCC4CCCO4)ncnc3c2c1 (stereo not drawn)	?	-10%	-6%	?
COc1ccc(OC)c(S(=O)(=O)Nc2ccc(O)c(Sc3ncn[nH]3)c2)c1	14%	-13%	3%	-1.5%
Cc1ccc(NC(=O)Nc2cccs2)cc1	?	nt	?	nt
O=C(CSC1=Nc2ccccc2N=C(c2ccc(F)cc2)C1)NCc1ccccc1Cl	-20%	-16%[10.9 µM]	-16%	?
Cc1ccc(S(=O)(=O)c2c(C)nn(C(C)(C)C)c2OC(=O)c2ccc(Br)o2)cc1	-21%	-25%	10µM*	?
COc1ccc(-n2nc(C(=O)O)c(=O)n(C)c2=O)cc1	30%	-7%[10.9 µM]	2%	1.2%
CCCN1C(=O)C(O)(C/C(C)=N/O)c2ccccc21 (stereo not drawn)	15%	-5%	-3%	?
CCOC(=O)c1cnc(SCC(=O)NCc2cccs2)nc1N	-13%	-9%	-3%	1.7%
Nc1nc2[nH]c(=O)[nH]c2c(=O)[nH]1	-2%	6%	4%	nt
CCc1ccccc1NC(=O)c1ccc2c(c1)nnn2C1CCCC1	-23%	16%[10.9 µM]	2%	0.5%
COCCN(CC(=O)NCC1CCCO1)C(=O)CCC(=O)Nc1cc(C)on1 (stereo not drawn)	4%	-2%	3%	1.4%
CC(=O)N1CCc2c(sc(NC(=O)CSc3ccccc3)c2-c2nc3ccccc3s2)C1	5%	10%[10.9 µM]	4%	?
COc1cccc(Cn2c(=O)c(-c3ccccc3)nc3cnc(N(C)C)nc32)c1	-12%	nt	-7%	-1.1%[11.4 µM]
N#CCCn1c(=O)c(-c2cccs2)nc2cnc(Nc3ccccc3)nc21	1%	-6%	-1%	0.8%[11.4 µM]
COc1ccc(-c2noc(-c3cccc(OC)c3OC)n2)cc1OC	?	-80%[inhibitor]	?	7.2%
Cc1ccc(N2C(=O)C3C(C2=O)C(C(=O)c2ccc(Cl)cc2)N2CCCC32)cc1 (stereo not drawn)	22%	-33%[inhibitor]	18%	?
Cc1ccc(NC(=O)CCCn2c3ccccc3c(=O)c3cc(C)ccc32)c(Br)c1	-14%	-14%[10.9 µM]	-5%	?
Cc1cccc(Nc2c(-c3ccsc3)nc3nc(C)cc(C)n23)c1	-10%	-5%[10.9 µM]	4%	?
O=C(CCCC(=O)Nc1cccnc1)Nc1cccnc1	5%	2%	9%	1.3%
CC(C)n1cnc(S(=O)(=O)N2CCCC(C(=O)NCc3ccccc3Cl)C2)c1 (stereo not drawn)	-2%	-3%[10.9 µM]	-8%	-1.4%
Cc1noc(C)c1C(=O)N1CCC2(CCN(Cc3cc(C(F)(F)F)cc(C(F)(F)F)c3)CC2)CC1	9%	nt	-22%	2.0%[11.4 µM]
CCCCN(CCCC)CCCNC(=O)CC1Oc2ccc(C)cc2NC1=O (stereo not drawn)	-14%	-7%	-1%	0.2%
CC(=O)NC(CCS(C)(=O)=O)C(=O)Nc1ccc2c(c1)OCO2 (stereo not drawn)	2%	4%	-2%	0.1%
CCC(C)(C)NC(=O)C(c1cccc(OC)c1)N(C(=O)c1ccn[nH]1)c1cccc(OC)c1 (stereo not drawn)	-13%	15%	5%	1.5%
Cc1cccc(N2CCN(C(=O)CCSCc3ccccc3F)CC2)c1C	?	-10%[10.9 µM]	?	?
COc1ccc(C(=O)Nc2nc3n(n2)C(c2ccc(Cl)cc2)C=C(c2ccccc2)N3)cc1OC (stereo not drawn)	7%	-3%[10.9 µM]	1%	?

Sorted by count of non-hydrogen atoms (falling): some entries from above
SMILES	p53ts 39C tox	Peg3 imprint	p53ts 32C tox	IkB signaling
Cc1noc(C)c1C(=O)N1CCC2(CCN(Cc3cc(C(F)(F)F)cc(C(F)(F)F)c3)CC2)CC1	9%	nt	-22%	2.0%[11.4 µM]
CCCCN(CCCC)CCCNC(=O)CC1Oc2ccc(C)cc2NC1=O (stereo not drawn)	-14%	-7%	-1%	0.2%
Cc1cccc(N2CCN(C(=O)CCSCc3ccccc3F)CC2)c1C	?	-10%[10.9 µM]	?	?

(continued)
SMILES	p53ts 39C tox	Peg3 imprint	p53ts 32C tox	IkB signaling
CNc1ncnc2c1ncn2[C@H]1C[C@H](OP(=O)(O)O)[C@H](COP(=O)(O)O)O1	14%	2%	16%	-0.6%
CC(=O)c1cccc(Nc2c3c(nc4nc(-c5cccs5)nn24)CCCC3)c1	-19%	-3%[10.9 µM]	?	?
Cc1cccc(Cn2c(-c3cccc(Br)c3)nc3ccccc32)c1	-23%	19%[10.9 µM]	-5%	-0.4%
COc1ccc(-c2nc3nc(C)cc(N4CCN(c5cccc(C(F)(F)F)c5)CC4)n3n2)cc1	-25%	-10%[10.9 µM]	7%	?
COCCn1c(SCC(=O)N2CCC(C)CC2)nc2ccccc2c1=O	4%	-15%	0%	1.1%
Cc1occc1-c1nnc(SCC(=O)c2c[nH]c3ccccc23)n1C	-9%	-5%	4%	-0.1%
O=C(Nc1ccc(S(=O)(=O)NC2CCCCC2)cc1)c1ccco1	11%	nt	14%	nt
O=C(Nc1ccc(CN2CCOCC2)cc1)c1ccccc1F	-19%	nt	?	nt
CCOC(=O)N1CCC(NC(=O)c2cnn(-c3ccc(C)cc3C)c2C2CCN(C(=O)OC(C)(C)C)CC2)CC1	-9%	-6%[10.9 µM]	13%	-0.8%
CCc1nn(CC(=O)Nc2ccc(C)c(F)c2)c(=O)c2cc3cc(C)ccc3n12	32µM*	14%[10.9 µM]	3%	-0.7%

Fetched by structure from above, 2 records:
SMILES	p53ts 39C tox	Peg3 imprint	p53ts 32C tox	IkB signaling
COCCn1c(SCC(=O)N2CCC(C)CC2)nc2ccccc2c1=O	4%	-15%	0%	1.1%
Cc1cccc(N2CCN(C(=O)CCSCc3ccccc3F)CC2)c1C	?	-10%[10.9 µM]	?	?

Next part:
SMILES	p53ts 39C tox	Peg3 imprint	p53ts 32C tox	IkB signaling
O=c1ccc(Oc2nc(N3CCCCC3)nc(N3CCCCC3)n2)n[nH]1	-8%	nt	-4%	2.1%
O=C(O)CCC(=O)Nc1ccc(N2CCOCC2)cc1	-8%	-2%	-6%	14%
COc1ccc(Nc2nc3ccccc3nc2NS(=O)(=O)c2ccc(C)cc2)c(OC)c1	15%	-11%[10.9 µM]	-2%	?
COc1ccccc1NC(=O)CSc1nnnn1-c1ccc(C)cc1	-7%	nt	-11%	nt
O=C(NCc1ccc(Cl)cc1)c1ccc2c(Cl)c3c(nc2c1)CCCC3	-12%	5%[10.9 µM]	12%	?
O=C1C2C3C=CC(C3)C2C(=O)N1c1n[nH]c(-c2cccnc2)n1 (stereo not drawn)	6%	-3%	-6%	-0.2%
COc1ccc(-c2nc3n(n2)C(=O)CC(c2ccco2)S3)cc1 (stereo not drawn)	49%[activator]	nt	-9%	nt
Cc1ccc2oc(=O)c3cnn(CC(=O)N4CCN(c5ccccc5)CC4)c3c2c1	7%	8%[10.9 µM]	-8%	3.0%
COC(=O)[C@H](Cc1ccccc1)NC(=O)C/C=C\[C@@H](C)[C@@H](CO)OC	6%[9.22 µM]	nt	1%[9.22 µM]	nt
CCCC(=O)c1cc(F)c(N2CCOCC2)cc1C	-2%	-9%	-3%	?

Profiles, quoted from the list.
Cc1ccc(N2C(=O)C3C(C2=O)C(C(=O)c2ccc(Cl)cc2)N2CCCC32)cc1 (stereo not drawn) in the list: p53ts 39C tox = 22%; Peg3 imprint = -33%[inhibitor]; p53ts 32C tox = 18%; IkB signaling = ?
CCCN1C(=O)C(O)(C/C(C)=N/O)c2ccccc21 (stereo not drawn) in the list: p53ts 39C tox = 15%; Peg3 imprint = -5%; p53ts 32C tox = -3%; IkB signaling = ?

Later entries
SMILES	p53ts 39C tox	Peg3 imprint	p53ts 32C tox	IkB signaling
O=C(c1csnn1)N1CCC2(CC1)CN(c1ccccn1)C2	3%	nt	-4%	1.2%[11.4 µM]
Cn1c(=O)c2c(nc(CN3CCC(Cc4ccccc4)CC3)n2CCN2CCOCC2)n(C)c1=O	7%	0%	-4%	2.4%
Cc1c(C(=O)NCc2cccnc2)oc2ccccc12	-4%	-12%	6%	-7.4%
CC(=O)N1CCN(c2ccc(NCc3cccs3)cc2)CC1	5%	?	3%	0.7%
COc1cccc(C2N(c3cccc(Cl)c3)C(=O)C3CCCN32)c1 (stereo not drawn)	-3%	-26%	-2%	1.0%
O=C(O)CCCCCNS(=O)(=O)c1ccc(Cl)cc1	20%	-6%	-5%	6.1%
CCCCN(CC)C(=O)CSc1nc2n[nH]c(C)c2c(=N)n1-c1cccc(Cl)c1	-6%	-11%[10.9 µM]	6%	?
CC(=O)NC(Cc1c[nH]c2ccccc12)C(=O)OCC(=O)Nc1cc(C)on1 (stereo not drawn)	7%	5%	-7%	-0.8%
CCn1c(COc2cccc3ccccc23)nnc1SCC(N)=O	-5%	5%	0%	-1.4%
COc1ccc(-c2nc3cnc(Nc4cccc(OC)c4)nc3n(C3CC3)c2=O)cc1	-6%	?	-2%	-4.5%[11.4 µM]
CC(C)CN(C(=O)COC(=O)Cn1cnc2ccccc2c1=O)C1CCS(=O)(=O)C1 (stereo not drawn)	0%	-6%	7%	0.2%
CC1=C(C(N)=O)C(c2ccco2)C(C(N)=O)=C(C)N1	9%	7%	-9%	0.0%
CC(=O)N1CCCc2cc(S(=O)(=O)N3CCCC(C(=O)NCc4ccccc4)C3)ccc21 (stereo not drawn)	-9%	11%[10.9 µM]	8%	?
O=C(OCc1ccccc1Cl)c1ccc(-c2nnn(Cc3ccccc3)n2)cc1	13%	11%[10.9 µM]	2%	-5.5%
N#Cc1nc(COc2ccc(Cl)cc2)oc1NCc1ccc2c(c1)OCO2	-4%	-5%	5%	?
CCOC(=O)c1[nH]c2ccccc2c1NC(=O)c1ccc(OCC)cc1	-4%	7%[10.9 µM]	2%	-0.2%
Cc1cccc(NC(=O)CCN2CCOCC2)c1	0%	-27%	7%	0.3%
CCN1C=CC2=C(C#N)C(N)C(C#N)(C#N)C(c3ccccc3C(F)(F)F)C2C1 (stereo not drawn)	-9%	nt	1%	nt
CC(=O)Nc1nc(CCC(C)C)cc2c1c(=O)oc1ccccc12	7%	-3%	-3%	1.3%
CCCOc1ccc(Br)cc1-c1cc(-c2ccc(Cl)cc2)[nH]c1-c1ccncc1	-21%	-1%	-9%	nt
CCOc1ccc(CCNC(=O)Cn2c(-c3cccs3)cc3cc(F)ccc32)cc1OCC	7.9µM*	-10%[10.9 µM]	-17%	?
